Screening results deposited in PubChem BioAssay by several laboratories.
Kir21 block: blocks the mouse Kir2.1 inward-rectifier potassium channel | HEK293-Kir2.1, FluxOR thallium flux fluorescence; hits give low values | B-score at 10 µM | 0.85% of 310,000 active | AID 1672;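 active = fluorescence ratio B-score at or below minus 3 SD of library scores, with starting-brightness B-score within 2 SD, cut at about -4.2 in these data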;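 note: channel flux triggered by added potassium and thallium sulfate stimulus; B-score of peak minus minimum fluorescence over baseline after thallium stimulus; more negative B-score means stronger Kir2.1 block with less thallium influx; some compounds called inactive have numbers as strong as hits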
Target sequence (P35561 whole entry, looked up): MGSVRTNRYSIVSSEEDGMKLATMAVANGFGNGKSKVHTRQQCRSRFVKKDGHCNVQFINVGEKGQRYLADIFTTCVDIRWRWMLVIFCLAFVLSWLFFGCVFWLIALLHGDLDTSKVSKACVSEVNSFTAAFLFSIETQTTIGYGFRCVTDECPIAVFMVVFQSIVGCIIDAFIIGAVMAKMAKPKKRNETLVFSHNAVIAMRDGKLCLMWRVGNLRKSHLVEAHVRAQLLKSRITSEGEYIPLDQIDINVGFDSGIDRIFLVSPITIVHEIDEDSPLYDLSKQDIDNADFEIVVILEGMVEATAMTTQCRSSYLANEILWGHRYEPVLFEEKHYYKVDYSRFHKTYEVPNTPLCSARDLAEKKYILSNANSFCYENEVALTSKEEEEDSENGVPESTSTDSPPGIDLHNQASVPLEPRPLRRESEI
STK33 kinase inh: blocks human STK33 kinase activity | Q9BYT3 | purified STK33, MBP phosphorylation, ADP-Glo luminescence | inhibition, % at 10 µM | 0.073% of 320,000 active;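 active = inhibition at or above 25%, using the most active replicate where run in duplicate; inactive = inhibition below 25%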
Target sequence (Q9BYT3 whole entry, looked up): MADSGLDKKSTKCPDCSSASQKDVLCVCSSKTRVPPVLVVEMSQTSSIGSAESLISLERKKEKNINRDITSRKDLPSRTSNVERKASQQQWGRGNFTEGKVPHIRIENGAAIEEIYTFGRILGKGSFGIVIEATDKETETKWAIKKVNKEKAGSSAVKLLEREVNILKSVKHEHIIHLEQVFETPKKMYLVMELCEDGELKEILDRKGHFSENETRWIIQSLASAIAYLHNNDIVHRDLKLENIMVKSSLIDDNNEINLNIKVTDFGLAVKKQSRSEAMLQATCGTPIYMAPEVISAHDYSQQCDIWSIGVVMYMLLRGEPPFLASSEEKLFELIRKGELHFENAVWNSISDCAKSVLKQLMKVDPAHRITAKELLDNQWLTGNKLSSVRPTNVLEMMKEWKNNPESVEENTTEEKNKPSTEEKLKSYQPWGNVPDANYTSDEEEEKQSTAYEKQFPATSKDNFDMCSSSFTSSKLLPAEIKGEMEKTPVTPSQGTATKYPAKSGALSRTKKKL
Starred values were filed as active, the others as inactive. Outcome played no part in choosing rows; about 0.84% have a hit in one of these screens.

The first ten records, to show the layout:
CCN(CC)CCNC(=O)Cc1nn(Cc2ccccc2)c(=O)c2ccccc12 was read as Kir21 block 0.43 and STK33 kinase inh -0.3.
`CN1CCN(S(=O)(=O)c2ccc3c(c2)NC(=O)C2CCCN32)CC1` (stereo not given) gave Kir21 block -0.15 and STK33 kinase inh -3.1.
COc1ccc(NC(=S)N2CCc3ccccc3C2)cc1OC was read as Kir21 block -0.02 and STK33 kinase inh -0.4.
Cc1ccc(S(=O)(=O)Nc2ccc(S(=O)(=O)N3CCOCC3)cc2)cc1[N+](=O)[O-] was read as Kir21 block 1.3 and STK33 kinase inh -1.7.
`CC(C)C(=O)Nc1cccc(C(=O)Nc2nccs2)c1` gave Kir21 block 1.1 and STK33 kinase inh -0.5.
COc1ccccc1N(C(=O)CNC(=O)c1ccco1)C(C(=O)NCC1CCCO1)c1ccccc1 (stereo not given) was read as Kir21 block -0.63 and STK33 kinase inh -0.9.
For CCCn1c(N)c(C(=O)CSc2nc3ccccc3c(=O)n2Cc2ccccc2)c(=O)[nH]c1=O the results were Kir21 block -0.39 and STK33 kinase inh -0.5.
O=C(COC(=O)c1cccc(S(=O)(=O)N2CCN(c3ccccc3)CC2)c1)NCC1CCCO1 (stereo not given) was read as Kir21 block 0.24 and STK33 kinase inh 1.2.
For Cc1ccc(S(=O)(=O)CCC(=O)Nc2sccc2C#N)cc1 the results were Kir21 block -4.6* and STK33 kinase inh -0.7.
COc1cc(OC)c(S(=O)(=O)Nc2ccc(C(=O)N3CCCC3)cc2)cc1NC(C)=O was read as Kir21 block 0.41 and STK33 kinase inh -0.7.

All compounds of this part, previewed entries included:
CCN(CC)CCNC(=O)Cc1nn(Cc2ccccc2)c(=O)c2ccccc12 was read as Kir21 block 0.43 and STK33 kinase inh -0.3.
`CN1CCN(S(=O)(=O)c2ccc3c(c2)NC(=O)C2CCCN32)CC1` (stereo not given) gave Kir21 block -0.15 and STK33 kinase inh -3.1.
COc1ccc(NC(=S)N2CCc3ccccc3C2)cc1OC was read as Kir21 block -0.02 and STK33 kinase inh -0.4.
Cc1ccc(S(=O)(=O)Nc2ccc(S(=O)(=O)N3CCOCC3)cc2)cc1[N+](=O)[O-] was read as Kir21 block 1.3 and STK33 kinase inh -1.7.
`CC(C)C(=O)Nc1cccc(C(=O)Nc2nccs2)c1` gave Kir21 block 1.1 and STK33 kinase inh -0.5.
COc1ccccc1N(C(=O)CNC(=O)c1ccco1)C(C(=O)NCC1CCCO1)c1ccccc1 (stereo not given) was read as Kir21 block -0.63 and STK33 kinase inh -0.9.
For CCCn1c(N)c(C(=O)CSc2nc3ccccc3c(=O)n2Cc2ccccc2)c(=O)[nH]c1=O the results were Kir21 block -0.39 and STK33 kinase inh -0.5.
O=C(COC(=O)c1cccc(S(=O)(=O)N2CCN(c3ccccc3)CC2)c1)NCC1CCCO1 (stereo not given) was read as Kir21 block 0.24 and STK33 kinase inh 1.2.
For Cc1ccc(S(=O)(=O)CCC(=O)Nc2sccc2C#N)cc1 the results were Kir21 block -4.6* and STK33 kinase inh -0.7.
COc1cc(OC)c(S(=O)(=O)Nc2ccc(C(=O)N3CCCC3)cc2)cc1NC(C)=O was read as Kir21 block 0.41 and STK33 kinase inh -0.7.
Screening CCN(CC)CCN(C(=O)Cn1nnc(-c2ccc(OC)c(OC)c2)n1)C(C(=O)NC1CCCC1)c1ccc(F)cc1 (stereo not given) returned Kir21 block -0.2 and STK33 kinase inh 1.0.
Screening COc1ccccc1-c1cc(-c2ccc(C)cc2)nc(SCc2nnc(-c3ccccc3)o2)c1C#N returned Kir21 block 1.6 and STK33 kinase inh -1.2.
COc1ccc(Oc2ccc(C(F)(F)F)cc2NC(=O)c2ccc(F)cc2)cc1 was read as Kir21 block -0.27 and STK33 kinase inh -1.4.
`Cc1nc(NS(=O)(=O)c2ccccc2)sc1NC(=O)OCCN(C)C` gave Kir21 block 1.1 and STK33 kinase inh -0.5.
`COC(=O)C1=C(C)OC(N)=C(C#N)C1c1ccco1` (stereo not given) gave Kir21 block 0 and STK33 kinase inh -1.1.
For CCOC(=O)c1oc2nc(C)c3c(c2c1N)CC(C)(C)OC3 the results were Kir21 block 0.8.
`COc1cc(/C=C/C(=O)N2CCCN(C(=O)/C=C/c3cc(OC)c(OC)c(OC)c3)CC2)cc(OC)c1OC` gave Kir21 block -0.49 and STK33 kinase inh -1.2.
`COc1ccccc1C1(O)C(=O)Nc2ccc(C)cc21` (stereo not given) gave Kir21 block -1.8 and STK33 kinase inh -3.0.
For Cc1c(C)c(C)c(S(=O)(=O)NCCc2ccncc2)c(C)c1C the results were Kir21 block 1 and STK33 kinase inh 0.3.
Screening O=C(NCc1ccc2c(c1)OCO2)c1ccc(CS(=O)(=O)Cc2cccc(Cl)c2)o1 returned Kir21 block 0.99 and STK33 kinase inh 0.6.
Screening O=C(Nc1ccc(C(=O)OC2CCCCC2)cc1)c1ccncc1 returned Kir21 block -0.32 and STK33 kinase inh -0.1.
`COc1cc(NC(=O)C/C(C)=N/NC(=O)Cc2ccccc2)c(OC)cc1Cl` gave Kir21 block 0.75 and STK33 kinase inh -1.8.
`Cc1ccc(OCC2Cn3c(nc4c3c(=O)[nH]c(=O)n4C)O2)cc1` (stereo not given) gave Kir21 block -1.4 and STK33 kinase inh 2.0.
N#CCCn1cnc2ccccc21 was read as Kir21 block 1.6 and STK33 kinase inh -0.5.
Screening Cc1cccn2c(=O)c(/C=C(\C#N)S(=O)(=O)c3ccc(Cl)cc3)c(N3CCC(C(N)=O)CC3)nc12 returned Kir21 block 0.34 and STK33 kinase inh -0.8.
CCN(C(=O)c1ccc(=O)[nH]c1)c1c(N)n(Cc2ccccc2)c(=O)[nH]c1=O was read as STK33 kinase inh -2.4.
For Cc1ccc(NC(=O)CN2CCCCCC2)c(Br)c1 the results were Kir21 block -0.14.
Screening COc1ccccc1NC(=O)CN1CCN(c2ccc(Cl)cc2)CC1 returned Kir21 block -0.87 and STK33 kinase inh -0.3.
For COc1cc(CN(C)CC2CCCN(CCc3ccccc3F)C2)cc(Cl)c1OC (stereo not given) the results were Kir21 block -4.9* and STK33 kinase inh 0.9.
For Cc1ccc(S(=O)(=O)c2nc(-c3ccccc3Br)oc2N(C)C)cc1 the results were Kir21 block 0.65 and STK33 kinase inh 0.5.
For Cc1ccc(OCCNC(=O)c2cc(-n3cnnc3)ccc2Cl)cc1C the results were Kir21 block -0.68 and STK33 kinase inh 0.0.
For Cc1ccnc(NC(=O)c2ccc(Cl)s2)c1 the results were Kir21 block -1.6 and STK33 kinase inh 3.1.
For COc1ccc(C(=O)N2CCC(=O)N(C(CO)Cc3ccccc3)CC2)cc1 (stereo not given) the results were Kir21 block -2.9 and STK33 kinase inh -1.0.
For Cc1oc2c(c1C(=O)c1ccc(Cl)cc1)C(=O)C(=O)c1ccccc1-2 the results were Kir21 block -0.37.
`Oc1c(Cl)cc(CN2CCCCC2)c2cccnc12` gave Kir21 block -0.21 and STK33 kinase inh -1.6.
Screening CCCOc1ccc(N2C(=O)CC(N(Cc3ccco3)C(=O)CCC(=O)O)C2=O)cc1 (stereo not given) returned Kir21 block -1.2 and STK33 kinase inh -0.6.
CCOC(=O)Cc1cc(=O)n2[nH]c(-c3ccccc3)cc2n1 was read as Kir21 block 0.11 and STK33 kinase inh -1.4.
Screening c1coc(CNCCCN2CCOCC2)c1 returned Kir21 block -0.41 and STK33 kinase inh -0.3.
`CCOc1ccc(NC(=O)Nc2ccc3c(c2)nnn3C)cc1` gave Kir21 block 0.49 and STK33 kinase inh -0.3.
For COCCn1nnnc1C(c1ccccc1)N1CCN(Cc2ccc3c(c2)OCO3)CC1 (stereo not given) the results were Kir21 block 1.2 and STK33 kinase inh -1.0.
Screening COc1cccc(-c2noc(CCC(=O)NC3CCCC3)n2)c1 returned Kir21 block 0.97 and STK33 kinase inh -2.1.
`CN(C(=O)c1ccc(-c2nn(C)c(=O)c3ccccc23)cc1)c1ccccc1` gave Kir21 block -0.14 and STK33 kinase inh 1.3.
Screening COc1ccc(C(=O)N/N=C(\CCC(=O)O)c2ccc(C(C)(C)C)cc2)cc1OC returned Kir21 block 0.91 and STK33 kinase inh -1.7.
For O=C(Nc1ccccc1N1CCCCC1)C1=COCCO1 the results were STK33 kinase inh 8.9.
`Cc1cc(NC(=O)CCC(=O)N(c2cccc(F)c2)C(C(=O)NC2CCCC2)c2ccccc2)no1` (stereo not given) gave Kir21 block 0.39 and STK33 kinase inh 1.0.
For O=C(NCc1ccccc1)C1CCCN(S(=O)(=O)c2ccc(-n3cnnn3)cc2)C1 (stereo not given) the results were Kir21 block -0.16 and STK33 kinase inh -0.4.
Screening C#CCOCCOCCOCCNc1nc(N2CCN(C(=O)[C@H]([C@@H](C)CC)n3cc([C@@H](N)CO)nn3)CC2)nc(N2CCN(C(=O)[C@H](CCCCN)n3cc([C@@H](N)CC(C)C)nn3)CC2)n1 returned Kir21 block -0.18 and STK33 kinase inh -1.9.
CCOC(=O)C1C(=O)CC(=O)CC1CC(C)SCC (stereo not given) was read as Kir21 block 0.85 and STK33 kinase inh 0.1.
`CCCCN(CCCC)CCCN1CC(=O)N2[C@@H](Cc3c([nH]c4ccccc34)C2(C)C)C1=O` gave Kir21 block 0.1 and STK33 kinase inh -0.9.
For CCCCSc1cc(=O)[nH]c(N)n1 the results were Kir21 block -0.82 and STK33 kinase inh -0.6.
`O=C(CCCOc1ccc(Cl)cc1)NCC1CCCO1` (stereo not given) gave Kir21 block -0.65 and STK33 kinase inh -1.0.
`CCc1ccc(N(C(=O)c2csnn2)C(C(=O)NC2CCCCC2)c2cccnc2)cc1` (stereo not given) gave Kir21 block 1.4 and STK33 kinase inh -0.4.
For CC(C)c1ccc(NC(=O)C2CCCN(S(=O)(=O)c3ccc4c(c3)C(C)(C)C(=O)N4C)C2)cc1 (stereo not given) the results were Kir21 block -1.1 and STK33 kinase inh -0.2.
Screening Cc1nc2ccc(NC(=S)N3CCC(C)CC3)cc2nc1C returned Kir21 block 0.49 and STK33 kinase inh -3.3.
Screening O=C1CC(N(C(=O)c2ccco2)c2cccc(Cl)c2)C(=O)N1c1cccc(Cl)c1 (stereo not given) returned Kir21 block 0.08 and STK33 kinase inh -0.1.
`O=C1CCCc2c1[nH]c1ccccc21` gave Kir21 block 0.1 and STK33 kinase inh 1.8.
COc1ccc(N=Nc2cc(C)ccc2O)cc1 was read as Kir21 block 2.1 and STK33 kinase inh 0.2.
Screening COC(=O)C1=C(N)Oc2cc(C)[nH]c(=O)c2C1c1cc(OC)c(OC)c(OC)c1 (stereo not given) returned Kir21 block 0.41 and STK33 kinase inh -3.9.
Screening Cc1nn(C)c(C)c1S(=O)(=O)N(CC(=O)Nc1ccc2c(c1)OCO2)c1ccc(C(C)C)cc1 returned STK33 kinase inh -1.5.
Screening COc1ccc(F)cc1C(=O)C1CCCN(C(=O)CSc2ccccn2)C1 (stereo not given) returned Kir21 block -0.04 and STK33 kinase inh 8.5.
For Cn1c(N)c(C(=O)COC(=O)[C@H](Cc2ccccc2)N2C(=O)c3ccccc3C2=O)c(=O)n(C)c1=O the results were Kir21 block 0.1 and STK33 kinase inh -0.7.
Nc1sc(-c2ccccc2)cc1C(=O)N/N=C/c1ccc(Cl)cc1 was read as Kir21 block -0.7 and STK33 kinase inh -3.1.
For N/C(=N\O)c1ccncc1 the results were Kir21 block -0.09 and STK33 kinase inh 0.3.
`O=C(CN1CCN(Cc2ccc(F)cc2Cl)C1=O)NCCCN1CCOCC1` gave Kir21 block -2.4 and STK33 kinase inh -1.6.
Screening O=C(COC(=O)CNS(=O)(=O)c1ccc(F)c(F)c1F)NC1CCCC1 returned Kir21 block -1.4 and STK33 kinase inh -2.3.
`O=C(NC(=S)Nc1ccc(Br)cn1)c1cccs1` gave Kir21 block 0.18 and STK33 kinase inh -0.2.
Screening CCOc1ccc(C2=Nn3c(nnc3-c3ccccn3)SC2)cc1 returned Kir21 block 0.41 and STK33 kinase inh 0.6.
Screening O=C(CCn1c(=O)oc2ccccc21)N(Cc1ccccc1)c1ccccn1 returned Kir21 block -1.4 and STK33 kinase inh 0.0.
Screening COC(=O)c1sccc1NC(=O)c1ccco1 returned Kir21 block -0.02 and STK33 kinase inh 0.9.
For COC(=O)c1cc(NC(=O)c2cccc(F)c2)cc(C(=O)OC)c1 the results were Kir21 block 2.3 and STK33 kinase inh -0.8.
Screening CCn1c(SCC(=O)NC(C)c2ccccc2)nc2ccccc21 (stereo not given) returned Kir21 block -3.4 and STK33 kinase inh -0.4.
Screening COc1ccccc1CCNC(=O)C(=O)NCC1CCCN1S(=O)(=O)c1ccccc1 (stereo not given) returned Kir21 block 0.53 and STK33 kinase inh 0.3.
For CCC(=O)NNc1nc2c(C)cccc2s1 the results were Kir21 block -1.6 and STK33 kinase inh -1.1.
`C=C1CCN(Cc2ccccc2)S(=O)(=O)c2ccccc21` gave Kir21 block 0.64 and STK33 kinase inh 1.3.
Screening COc1cccc(NC(=O)C(=O)N/N=C/c2cc(C)n(-c3ccc(Cl)c(Cl)c3)c2C)c1 returned Kir21 block 0.23 and STK33 kinase inh -0.3.
Screening C[C@]12CC[C@@H]3c4ccc(O)cc4CC[C@H]3[C@@H]1CC[C@@H]2OC(=O)CCC(=O)O returned Kir21 block -0.39 and STK33 kinase inh -0.9.
For CC(C)N(C(=O)COC(=O)c1ccc(Cl)s1)c1ccccc1 the results were STK33 kinase inh 0.0.
`COc1ccc(-c2noc(CN(C)CCC3CCCCO3)n2)cc1` (stereo not given) gave Kir21 block -1.2 and STK33 kinase inh -0.8.
`CCCCn1cc(C(C)(C)C)c(C#N)c1NC(C)=O` gave Kir21 block -0.93 and STK33 kinase inh -2.7.
Screening CC(=O)Nc1ccc(C(=O)NNC(=O)CCCCC(=O)NNC(=O)c2ccc(NC(C)=O)cc2)cc1 returned Kir21 block 0.27 and STK33 kinase inh -2.3.
Screening CCOc1ccc(OCCSc2nc(C)cc(=O)[nH]2)cc1 returned Kir21 block -1.7 and STK33 kinase inh -1.3.
For COc1cccc2c(N/N=C/c3ccco3)cc(C)nc12 the results were Kir21 block -0.87 and STK33 kinase inh -1.1.
